HT1080 cytotoxicity: HT1080 cell viability loss – fluorescence readout (AID 620). HT1080 viability, fluorescence; higher % means a stronger effect. cytotoxicity, % at 10 µM, or EC50 in µM where a hit was titrated. 0.42% of 87,000 active;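 note: cells exposed to compound overnight then 4 h with Alamar Blue; 0% = vehicle DMSO and 100% = killing control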
PMK inhibit: inhibitors of Streptococcus pneumoniae phosphomevalonate kinase; purified PMK, PK/LDH-coupled NADH absorbance 340 nm; inhibition, % at 10 µM; 0.49% of 65,000 active; AID 539;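 active = top-ranked compounds by inhibition in the single 10 µM screen, taking a fixed number of the strongest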;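 note: 0% = full reaction with DMSO carrier and 100% = background rate without enzyme reaction; no value below 0 was filed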
DPM-DC inhibit: blocks S. pneumoniae diphosphomevalonate decarboxylase. purified DPM-DC, PK/LDH coupled NADH fluorescence. calls only at 10 µM. 0.49% of 65,000 active. AID 556;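 active = the 320 compounds with the highest percent inhibition in the single-dose primary screen, excluding strongly autofluorescent ones, cut at about 32% in these data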;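 note: kinetic rate of NADH fluorescence loss reporting ADP formed by the decarboxylase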
HPDE-C7K KRASV12: viability loss of HPDE-C7K cells – cell-based, fluorescence, HTS, primary screen (AID 431). cytotoxicity, % at 10 µM, or EC50 in µM where a hit was titrated. 1.7% of 63,000 active. HPDE-C7K KRASV12 cells, Alamar Blue viability, 48 h; higher % means a stronger effect;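 active = compounds whose percent cytotoxicity in the single-dose primary screen, scaled between solvent and toxic-drug controls, exceeds 50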;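 note: 0% = DMSO solvent wells and 100% = doxorubicin-treated wells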
TNAP inhibition: inhibition of tissue-nonspecific alkaline phosphatase – biochemical, luminescent (AID 518). 0.09% of 64,000 active. inhibition, % at 20 µM, or IC50 in µM where a hit was titrated. purified TNAP enzyme, luminescent substrate readout; higher % means a stronger effect; in the data active = a potency from the dose series; inactive = the rest, 99 in 100 with inhibition below about 22%;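 note: plate controls were vehicle for no effect and reference inhibitor for full effect; many of its hits are not listed in these tables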
MK inhibit: inhibitors of Streptococcus pneumoniae mevalonate kinase. purified MK, PK/LDH-coupled NADH absorbance 340 nm. inhibition, % at 10 µM. 0.48% of 65,000 active. AID 555;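 active = ranked among the strongest by inhibition in the single 10 µM screen, a fixed top-ranked set picked for dose follow-up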; note: no value below 0 was filed
Bfl-1 displacement: Bfl-1 inhibitors, primary screen, biochemical, fluorescence polarization, FITC-Bid, mouse (AID 432); FITC-Bid BH3 peptide fluorescence polarization displacement; higher % means a stronger effect; displacement, % at 20 µM, or IC50 in µM where a hit was titrated; 0.02% of 64,000 active; in the data active = a potency from the dose series; inactive = the rest, 99 in 100 with displacement below about 15%; note: strong numbers were not always called active
HPDE-C7 viability: HPDE-C7 pancreatic duct cell viability loss – fluorescence, HTS (AID 430) | HPDE-C7 pancreatic duct cells viability, fluorescence; higher % means a stronger effect | cytotoxicity, % at 10 µM, or EC50 in µM where a hit was titrated | 1.8% of 63,000 active;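 note: cells exposed to compound for 48 hours before viability readout; 0% = vehicle and 100% = reference cytotoxic drug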
LYP inhibition: LYP phosphatase inhibitors, primary screen, biochemical, DiFMUP fluorescence, recombinant catalytic domain, 10 µM (AID 606); recombinant LYP catalytic domain, DiFMUP fluorescence; higher % means a stronger effect; one-dose inhibition, % at 10 µM; IC50 in µM for titrated hits; 52,000 tested, under 10 active;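 active = IC50 under 40 µM in the dose-response test; inactive = IC50 of 40 µM or more, or never dose-tested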
PMK inhibit pilot replicates: further read-out of PMK inhibit, marked with its call; inhibition, %; measured here: pilot screen replicates
MK inhibit pilot replicates: also measured in MK inhibit; calls as there; inhibition, %; measured here: pilot screen replicates
DPM-DC inhibit pilot screen %: further read-out of DPM-DC inhibit, marked with its call; inhibition, %; measured here: pilot screen trials
An asterisk follows results filed as active; i = inactive; . = not tested or not shown; + = active, no number. Cut-off read from the data, not from the text of the source, unless noted: active = cytotoxicity above about 50%; inactive = the rest.

SMILES	HT1080 cytotoxicity	PMK inhibit	DPM-DC inhibit	HPDE-C7K KRASV12	TNAP inhibition	MK inhibit	Bfl-1 displacement	HPDE-C7 viability	LYP inhibition	others
Cc1ccn2cc(C(=O)Nc3ccc4c(c3)OCCO4)nc2c1	3%	16	i	21%	8%	2	-2%	16%	4%
COc1ccc(-c2noc(CCC(=O)N3CCN(c4cc(C)ccc4C)CC3)n2)cc1	.	2	i	20%	10%	7	2%	12%	-1%
CCOC(=O)N1CCN(C(=O)CSc2nnc(-c3ccc(C(C)(C)C)cc3)o2)CC1	-4%	3	i	3%	5%	3	-4%	3%	10%
O=C(CN1C(=O)C2C3C=CC(C3)C2C1=O)NCCc1ccccc1 (stereo not drawn)	2%	13	i	-7%	2%	4	5%	-6%	1%
C=CCOn1c(=O)c(-c2cc3ccccc3o2)[n+]([O-])c2ccccc21	-8%	6	i	0%	8%	5	2%	5%	3%
O=C(CCC1COc2ccccc2O1)NCC1COc2ccccc2O1 (stereo not drawn)	2%	13	i	-18%	7%	6	-13%	-17%	11%	PMK inhibit pilot replicates=1.0;MK inhibit pilot replicates=2.0;DPM-DC inhibit pilot screen %=2.5
COC(=O)Cn1cc(C(=O)OC)c2ccccc21	-4%	0	i	-5%	4%	10	-2%	2%	15%
O=C(CC1Oc2ccccc2NC1=O)NCc1ccc(Cl)cc1 (stereo not drawn)	4%	9	i	1%	6%	11	-7%	12%	-4%
Cn1c2ccccc2c2c(C(=O)NCc3ccco3)cn(C3CCCCC3)c(=O)c21	.	15	.	-15%	-6%	7	-24%	-32%	11%
COc1cccc(-c2cc(C(=O)Nn3cnnc3)c3ccccc3n2)c1	12%	5	i	2%	0%	4	5%	-4%	2%
Cc1c(NC(=O)C(C)OC(=O)CC2Sc3ccccc3NC2=O)c(=O)n(-c2ccccc2)n1C (stereo not drawn)	17%	0	i	-19%	10%	4	2%	-14%	.
O=C1OCCC1Sc1nc2ccccc2[nH]1 (stereo not drawn)	1%	14	i	-6%	5%	7	-4%	-15%	-1%
COC(=O)C1C2C=CC3(CN(CC4CCCO4)C(=O)C13)O2 (stereo not drawn)	2%	2	i	0%	6%	0	-2%	-5%	1%	PMK inhibit pilot replicates=5.0;MK inhibit pilot replicates=0.0;DPM-DC inhibit pilot screen %=0.0
COc1ccc(-c2nnn(CC(=O)N(CC(=O)NCCC(C)C)Cc3cccs3)n2)cc1OC	-9%	8	i	15%	6%	12	2%	28%	1%
COc1ccc(NC(=O)CNc2cccc(C#N)c2)cc1Cl	-7%	13	i	6%	11%	0	2%	3%	3%
CCOc1cc(C)c(Cl)cc1S(=O)(=O)n1nnc2ccccc21	-1%	9	i	52%*	10%	13	7%	43%	15%
O=C(Cn1cnc2sc(-c3ccccc3)cc2c1=O)NCc1ccco1	10%	14	i	33%	7%	6	-4%	35%	4%
COc1ccccc1-n1nnnc1S(=O)(=O)Cc1ccc(Cl)cc1	5%	6	i	9.6µM*	11%	8	-7%	6.8µM*	-2%
COc1ccc(NC(=O)c2cc(-c3cc(C)ccc3O)n[nH]2)cc1Cl	8%	3	i	.	-7%	10	-2%	.	.
Cn1c(=O)n(Cc2ccc(F)cc2)c(=O)c2c1nc1n2CCCN1Cc1ccccc1	-5%	12	i	18%	23%	9	0%	12%	9%	PMK inhibit pilot replicates=2.0;MK inhibit pilot replicates=0.0;DPM-DC inhibit pilot screen %=0.0
COc1ccccc1N(CC(=O)NC1CCCC1)C(=O)CCC(=O)Nc1cc(C)on1	0%	12	i	-10%	8%	11	0%	-12%	-16%	PMK inhibit pilot replicates=2.5;MK inhibit pilot replicates=6.5;DPM-DC inhibit pilot screen %=15
O=C(c1cnn2c1NC(c1ccc(Br)cc1)CC2C(F)(F)F)N1CCN2CCCC2C1 (stereo not drawn)	-12%	3	i	44%	9%	3	1%	27%	14%
CCOC(=O)N1CCN(C(=O)c2cccc(NC(=O)c3ccco3)c2)CC1	-2%	3	i	-4%	26%	9	1%	-4%	12%
Cc1cc(NCCCN2CCOCC2)n2ncc(-c3ccccc3)c2n1	-3%	16	i	17%	14%	10	-4%	-1%	.
COc1ccc(-c2csc(N3CCN(C(=O)c4ccco4)CC3)n2)cc1	-4%	0	i	-12%	-4%	2	-3%	-9%	6%

Further compounds:
SMILES	HT1080 cytotoxicity	PMK inhibit	DPM-DC inhibit	HPDE-C7K KRASV12	TNAP inhibition	MK inhibit	Bfl-1 displacement	HPDE-C7 viability	LYP inhibition	others
C=CCOC(=O)C1=C(C)NC(=O)NC1C1CC=CCC1 (stereo not drawn)	-2%	0	i	-31%	6%	12	-4%	-24%	9%
O=C(CCN1CCc2ccccc2C1)Nc1ccccc1F	.	2	i	-23%	12%	11	1%	4%	-22%
Nn1c(Nc2ccccc2)nc2ccccc21	2%	0	i	3%	9%	4	1%	-3%	6%
CC(=O)c1cccc(NS(=O)(=O)N2CCCCC2)c1	2%	8	i	2%	2%	6	-2%	-8%	10%
O=C(Oc1ccccc1C(=O)N1CCOCC1)c1ccccc1	-2%	3	i	11%	3%	1	2%	4%	19%
O=S1(=O)NC(=NCc2ccccc2)c2ccccc21	-2%	1	i	-15%	1%	0	2%	-8%	5%
COc1ccc(CNc2ccc3cn[nH]c3c2)c(OC)c1OC	.	0	i	9%	-5%	5	6%	12%	5%
CC(C(=O)NCC1CCCO1)N(C(=O)c1snc(C(N)=O)c1N)c1cccc(F)c1 (stereo not drawn)	-2%	19	i	-13%	0%	13	4%	-10%	-1%
O=C1c2ccccc2C(Nc2ccc(F)c(Cl)c2)N1c1ccccn1 (stereo not drawn)	-4%	5	i	7%	13%	3	0%	0%	4%
COc1ccc(/C=N/n2cc(-c3ccccc3)nc2N)cc1	0%	0	i	71%*	22%	0	0%	66%*	17%
CC1Cc2nc(SCC(=O)NCc3ccco3)n(-c3ccccc3)c(=O)c2S1 (stereo not drawn)	-2%	5	i	3%	5%	3	6%	-2%	5%
CCOCCCNc1ccc(-c2ccccc2)nn1	6%	15	i	2%	6%	5	2%	-6%	-3%
COc1ccc(-n2c(SCC(=O)Nc3cc(C)on3)nc3c(c2=O)SCC3)cc1	2%	9	i	7%	8%	2	-3%	-2%	-10%
CC(=O)Nc1nonc1NC(=O)CSC1=NCCS1	-4%	15	i	-10%	-1%	0	11%	-7%	0%
Cc1ccc(S(=O)(=O)c2c(N)n(NC(=O)c3ccco3)c3nc4ccccc4nc23)cc1	5%	16	.	8%	2%	19	-5%	7%	9%
CCOc1ccc(S(=O)(=O)Nc2nc3ccccc3nc2N2CCN(C)CC2)cc1	-3%	4	i	11%	0%	9	-3%	3%	.
COCCn1c(-c2ccc(OC)c(OC)c2)nc2ccccc21	22%	4	i	-2%	14%	3	8%	4%	-3%	PMK inhibit pilot replicates=3.0;MK inhibit pilot replicates=0.0;DPM-DC inhibit pilot screen %=0.5
COc1ccc2c(c1OC)C(=O)OC2c1c(O)nc(SC)n(-c2ccccc2)c1=O (stereo not drawn)	-2%	4	i	-10%	12%	8	-8%	-7%	-7%
O=c1c2cc(N3CCOCC3)ccc2[nH]c(=S)n1Cc1ccccn1	-5%	14	+	-7%	8%	4	20%	-3%	.
O=C(O)c1nsc(Cl)c1Cl	-8%	7	i	5%	9%	4	0%	2%	15%
Nc1ncc(-c2ccccc2)n1CC1CCCO1 (stereo not drawn)	-11%	0	i	7%	14%	0	-10%	-4%	.
CCOc1ccc(NC(=O)CCn2cccc2)cc1	-4%	10	i	0%	7%	0	5%	0%	1%
O=C(Nc1cccc(F)c1)C1CCN(c2nnnn2-c2ccccc2)CC1	-16%	0	i	-5%	11%	9	2%	-11%	.
Cc1oc(-c2cccc(Cl)c2)nc1CN1CCC(C(=O)NCCCN2CCCC2=O)CC1	-3%	12	i	-1%	6%	7	5%	-6%	-11%
COc1ccc(/C=N/n2c(C)nnc2C)c(OC)c1	-10%	1	i	-2%	9%	6	0%	-10%	15%

(list continues)
SMILES	HT1080 cytotoxicity	PMK inhibit	DPM-DC inhibit	HPDE-C7K KRASV12	TNAP inhibition	MK inhibit	Bfl-1 displacement	HPDE-C7 viability	LYP inhibition	others
CCOC(=O)COc1ccc2c(c1)C(=O)CC1(CCN(C(C)=O)CC1)O2	-8%	19	.	3%	-1%	0	-1%	-4%	10%
CC(=O)N1CCc2cc(S(=O)(=O)NCCC(=O)N3CCN(c4ccccn4)CC3)ccc21	18%	9	i	7%	6%	4	0%	5%	8%
C=CCn1c(SCC(=O)Nc2cccc(C)c2)nnc1-c1cnccn1	27%	7	i	8%	6%	3	5%	0%	.
O=C(c1ccccc1)c1ccccc1C(=O)N1CCCC1	3%	0	i	-7%	2%	5	-5%	-11%	-5%
COc1cc(NC(=O)c2ccco2)c(OC)cc1NC(=O)Nc1ccc(Cl)cc1	-14%	6	i	-2%	8%	13	-4%	0%	6%
Cc1ccc(C(=O)NCCCC(=O)O)o1	-1%	14	i	-5%	8%	6	-7%	-1%	5%
Cc1onc(-c2ccccc2Cl)c1C(=O)NCCN1Cc2ccccc2C1=O	1%	11	i	-4%	0%	9	0%	-8%	.
O=C(Nc1ccc(Cl)cc1)C1CC2CCCC(C1)C2=O (stereo not drawn)	-3%	3	i	0%	4%	7	-1%	0%	12%
CN1CCCc2cc(C#N)c(=O)[nH]c21	-4%	0	.	-1%	4%	0	-1%	-3%	4%	PMK inhibit pilot replicates=6.5;MK inhibit pilot replicates=1.5
O=C1CC(c2ccccc2)Cc2nc(N3CCc4ccccc43)ncc21 (stereo not drawn)	-8%	16	.	8%	15%	4	-7%	4%	18%	PMK inhibit pilot replicates=4.5;MK inhibit pilot replicates=0.0
CC(C)CN(CCNC(=O)CC1Oc2ccccc2NC1=O)CC(C)C (stereo not drawn)	0%	4	i	4%	2%	1	5%	-3%	-1%
Cc1ccccc1CN1CCN(CC(=O)NCc2ccccc2)C1=O	-14%	15	i	-2%	4%	0	-7%	-5%	-10%	PMK inhibit pilot replicates=1.0;MK inhibit pilot replicates=0.0;DPM-DC inhibit pilot screen %=0.0
Cc1ccc(-c2nn[nH]n2)o1	14%	0	i	-11%	13%	4	-6%	-11%	.
CCCOc1ccc(N2CC(C(=O)Nc3ccccc3OC)CC2=O)cc1 (stereo not drawn)	3%	2	i	4%	4%	0	-2%	-13%	-5%
COc1ccc(C2Nc3ccccc3C(=O)N2O)cc1OC (stereo not drawn)	2%	18	i	-4%	12%	0	-5%	3%	8%
CC(C)OC(=O)[C@H]1[C@H](c2ccc(Cl)cc2)[C@@](C#N)(C(N)=O)[C@@H]2C=CC(C(N)=O)=CN21	14%	3	i	13%	17%	0	18%	6%	6%

Taken from the listing (four entries):
SMILES	HT1080 cytotoxicity	PMK inhibit	DPM-DC inhibit	HPDE-C7K KRASV12	TNAP inhibition	MK inhibit	Bfl-1 displacement	HPDE-C7 viability	LYP inhibition	others
Cc1ccc(-c2nn[nH]n2)o1	14%	0	i	-11%	13%	4	-6%	-11%	.
CCCOc1ccc(N2CC(C(=O)Nc3ccccc3OC)CC2=O)cc1 (stereo not drawn)	3%	2	i	4%	4%	0	-2%	-13%	-5%
COc1ccc(C2Nc3ccccc3C(=O)N2O)cc1OC (stereo not drawn)	2%	18	i	-4%	12%	0	-5%	3%	8%
CC(C)OC(=O)[C@H]1[C@H](c2ccc(Cl)cc2)[C@@](C#N)(C(N)=O)[C@@H]2C=CC(C(N)=O)=CN21	14%	3	i	13%	17%	0	18%	6%	6%
